Autophagy HCS = autophagy modulators in MEF cells, primary screen, imaging, high-content, MEF GFP-LC3 | AID 463193, 2010 | calls only at 10 µM (by protocol) | hit rate 0.98% among 190,000 | MEF GFP-LC3 puncta imaging; test concentration mostly 10 µM;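 active = percentage of spot-positive cells more than 3 SD above its plate mean, without a fluorescence outlier flag or 80% toxicity; inconclusive = no clear call, values can overlap the other calls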;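 note: spot-positive cell cutoff set from DMSO-treated cells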
Lipid droplet = inhibitors of hepatocyte lipid droplet formation, primary screen, imaging, high-throughput imaging, BODIPY stain | hit rate 0.4% among 240,000 | AML12 mouse hepatocytes, oleate lipid droplets | inhibition, % at 6.5 µM;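 active = lipid droplet intensity inhibited by at least 50%, with more than 500 cells counted; inconclusive = wells with under 300 cells, treated as cytotoxic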
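Assay system: AML12 mouse liver cells | Compound dosing: One dose, 6.5 µM compound | Read-out basis: Droplet intensity reduction, % inhibition | Measured by: Fluorescence imaging, 20x objective, two fields per well | Schedule: Overnight treatment with compound plus oleate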
b-catenin transl = modulators of beta-catenin nuclear translocation, primary screen, imaging, HeLa cells, immunofluorescence, high-content. nuclear translocation activity, % at 5 µM. hit rate 0.3% among 190,000;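 active = nuclear translocation activity above 50% at 5 µM, with a well cell count of 50 or more; inconclusive = wells under 50 cells across six images, flagged as toxic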;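 note: per-cell ratio of nuclear to cytoplasmic median beta-catenin stain intensity; plate controls were DMSO negative control for no effect and GSK-3 inhibitor IX positive control for full effect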
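test system = HeLa cells, endogenous beta-catenin | dosing = single 5 µM dose plus 0.02–20 µM confirmation series | times = compound treatment 24 h, 37°C, 5% CO2 | technique = beta-catenin immunofluorescence imaging with DAPI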
West Nile antiviral = West Nile virus antiviral activity, cell-based, CPE readout (AID 1621); West Nile virus-infected cells, CPE inhibition; higher % means a stronger effect; one-dose CPE inhibition, % at 10 µM; IC50 in µM for titrated hits; hit rate 0.02% among 290,000; in the data active = a potency from the dose series; inconclusive = CPE inhibition mostly from about 3.7% at the one dose, without a potency; inactive = the rest, 99 in 100 with CPE inhibition below about 2.2%; note: strong numbers were not always called active
T cell modulator = modulators of CD8 T cell-vesicle binding, primary screen, mouse 2C CD8+ T cells, flow cytometry | 2C CD8+ T cell-vesicle binding; hits give low values | calls only at 7 µM | hit rate 0.068% among 330,000 | AID 2052, 2009;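 active = response, share of CD8 T cells binding vesicles, and their 90th percentile fluorescence all below set limits, cut at about 80% in these data, passing the limit was not always enough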
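Assay system – 2C mouse CD8+ T cells · Also added – QL9-loaded Drosophila micro-vesicles · Timing – Cell–vesicle co-incubation 1.5 h at 37 °C, staining 20 min on ice · Signal – flow cytometry of vesicle-bound cells · Measure – percent CD8+ FL2 mean versus row control · Controls – Peptide-free naked vesicles (low) and QL9 vesicles with 0.7% DMSO vehicle (high)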
Ins promoter up = insulin promoter activators in MIN6 cells, imaging, high-content screening, mouse beta cells | z-score at 5 µM | hit rate 0.3% among 190,000 | MIN6 insulin promoter-GFP reporter; hits give high values;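 active = z-score above 3 at 5 µM with at least 500 cells counted in the well; inconclusive = wells under 500 cells, flagged as cytotoxic or low count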
WT yeast gro inh = growth inhibition of WT strain, primary screen, mitochondrial fusion inhibitor project, WT and mutant strains, chemical genetic; mitochondrial fusion phenotypic screen; inhibition, % at 10 µM; hit rate 2.1% among 190,000; AID 1362, 2008; in the data active = inhibition above about 58%; tested in S. cerevisiae
Myeloid diff 2 = induction of myeloid progenitor differentiation, primary screen, cell-based, flow cytometry, MLPCN library; ER-HoxA9 myeloid progenitors, lysozyme-GFP differentiation; hit rate 1% among 360,000; calls only at 10 µM; AID 624256, 2012;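 active = normalized GFP-positive differentiation at or above the plate's own cutoff, the solvent-only control mean plus 3 SD; inconclusive = no clear call, values can overlap the other calls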;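 note: cells exposed to compound for four days before flow analysis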
MT stabilizer = microtubule stabilizers in HeLa cells, primary screen, imaging, high-content imaging | % tubulin-high responders, % at 10 µM | HeLa tubulin immunostaining HCS, 24 h; share of cells brighter than vehicle mean+2SD | hit rate 0.83% among 200,000 | AID 2205, 2009;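 active = plate Z-score above 3 for both tubulin-high and condensed-nucleus cell shares, with cell loss under 80%, at 10 µM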;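 note: anti alpha tubulin signal scored within the nucleus-defined area of each cell; some results filed as inactive read as strong as hits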
WT yeast gro inh mutant strain = further read-out of WT yeast gro inh, marked with its call; inhibition, %; mitochondrial fusion phenotypic screen, mutant strain inhibition
Ins promoter up cell count = also measured in Ins promoter up; calls as there; cell count; measured here: cytotoxicity, nuclei count;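 total cells summed across four imaged fields per well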
Lipid droplet cells 6.5 µM = recorded beside Lipid droplet, whose call it bears; cell count; measured here: cell count, cytotoxicity flag;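 cells counted across two imaged fields per well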
b-catenin transl cell count 5 µM = also measured in b-catenin transl; calls as there; cell count; measured here: cell count, cytotoxicity flag
T cell modulator vesicle-bound % = further read-out of T cell modulator, marked with its call; double positive events, %; measured here: CD8+ vesicle-bound cell fraction;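 binding gate set so that unloaded-vesicle control wells show 10% double positive cells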
MT stabilizer Hoechst-high % = recorded beside MT stabilizer, whose call it bears; % Hoechst-high responders; measured here: nuclear condensation Hoechst responders;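 share of cells brighter than vehicle mean plus two SD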
MT stabilizer cytotoxicity % = also measured in MT stabilizer; calls as there; toxicity, %; measured here: cytotoxicity by cell density;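 0% = mean cell density of plate MIN control wells and 100% = no cells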
Autophagy HCS cell loss 18 h = second read-out of Autophagy HCS, no call of its own (marks repeat the call); toxicity, %; measured here: cell loss, nuclei count;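 cell loss after 18 h compound exposure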
Myeloid diff 2 GFP+ MAC1+ % = recorded beside Myeloid diff 2, whose call it bears; GFP+ MAC1+ double positive, %; measured here: differentiation confirmed by MAC1 staining
Starred values were filed as active, the others as inactive; i = inactive; ? = inconclusive; nt = not tested or not shown.

SMILES	Autophagy HCS	Autophagy HCS cell loss 18 h	Lipid droplet	Lipid droplet cells 6.5 µM	b-catenin transl	b-catenin transl cell count 5 µM	West Nile antiviral	T cell modulator	T cell modulator vesicle-bound %	Ins promoter up	Ins promoter up cell count	WT yeast gro inh	WT yeast gro inh mutant strain	Myeloid diff 2	Myeloid diff 2 GFP+ MAC1+ %	MT stabilizer	MT stabilizer Hoechst-high %	MT stabilizer cytotoxicity %
CC(C)n1c(=O)n(CC(=O)NCC2CCCO2)c(=O)c2c3c(sc21)COC(C)(C)C3 (stereo not drawn)	nt	nt	-6	716	nt	nt	-0.7%	i	7	nt	nt	nt	nt	i	8.0	nt	nt	nt
CCN(CC)C(=O)CN(Cc1ccccc1)S(=O)(=O)c1ccc(F)cc1	i	-12	-7	761	-3.6	1183	-0.5%	i	29	-0.96	1022	10	-5	i	0.7	5.7	2.4	11
CC(C)Cc1nnc(NC(=O)CSc2nc(O)c(-c3ccccc3)c(=O)[nH]2)s1	i	0	-3	667	-2.8	1122	-0.5%	i	35	0.55	1242	10	7	i	1.3	2.2	1.5	4.3
CCn1c(SCC(=O)c2ccc(Cl)s2)nnc1-c1cccs1	i	5	nt	nt	-6.8	1032	-0.5%	i	28	0.21	1046	-13	13	i	1.5	1.7	1.2	8.3
C=CCN1C(=O)/C(=C\C(C)=C\c2ccccc2)SC1=S	nt	nt	14	806	nt	nt	-1.3%	i	26	nt	nt	nt	nt	i	0.2	nt	nt	nt
COc1ccc(CN2CCNC(=O)C2CC(=O)NC2CCCCCCC2)cc1OC (stereo not drawn)	nt	nt	-19	687	nt	nt	-0.2%	i	34	nt	nt	nt	nt	i	0.4	nt	nt	nt
CCn1cc(C(=O)NCCc2ccc(OC)cc2)c(=O)c2ccc(C)nc21	nt	nt	-6	757	nt	nt	-0.3%	i	32	nt	nt	nt	nt	i	0.7	nt	nt	nt
COc1ccc(NC2CCCN(C(=O)c3ccccc3C(F)(F)F)C2)cc1 (stereo not drawn)	nt	nt	9	844	nt	nt	-0.7%	i	14	nt	nt	nt	nt	i	0.9	nt	nt	nt
COCCNC(=O)COC(=O)c1cccnc1SC	i	-13	-12	671	nt	nt	1.3%	i	14	nt	nt	0	5	i	0.3	0.8	1.5	6.3
CC(C)OC(=O)CCNc1n[nH]c(=O)[nH]c1=O	i	-7	-28	699	nt	nt	-0.2%	i	7	0.3	1345	-3	-1	i	0.9	3.6	1.7	6.0
COc1ccc(CNC(=O)CCCCCNC(=O)N2CCn3c2nc2ccccc23)cc1	nt	nt	-17	663	nt	nt	0.3%	i	27	nt	nt	nt	nt	i	2.3	nt	nt	nt
O=C(NCc1cccc(Cl)c1)c1ccc2c(c1)OCO2	i	-7	-3	660	-1.3	1073	-0.1%	i	47	-0.15	1748	-5	6	i	0.4	3.9	3.0	1.1
O=C1CC(C(=O)Nc2ccc(F)cc2)n2cnnc2N1 (stereo not drawn)	i	3	-1	700	-3.6	1139	1.2%	i	11	0.44	1572	-12	2	i	0.5	2.2	1.1	7.6
COC(=O)c1cc(S(=O)(=O)N2c3ccccc3CC2C)cn1C (stereo not drawn)	nt	nt	18	727	nt	nt	0.0%	i	38	nt	nt	nt	nt	i	2.1	nt	nt	nt
O=C(NCc1ccccc1)C1Cc2ccccc2CN1C(=O)c1ccco1 (stereo not drawn)	i	4	-22	698	-1.5	1107	-0.3%	i	21	-0.2	1103	6	-16	i	0.0	3.7	1.8	5.8
CN(CCC#N)C(=S)Nc1ccc(S(=O)(=O)N2CCOCC2)cc1	i	7	-4	672	-3.4	1044	0.0%	i	24	-0.08	1283	-2	6	i	0.5	2.2	2.5	7.0
CCOC(=O)CC1C(=O)NCCN1S(=O)(=O)c1ccccc1 (stereo not drawn)	i	13	19	720	0.1	1471	0.1%	i	61	0.34	1427	-2	4	i	0.0	1.6	1.6	6.7
CCOC(=O)c1c(NC(=O)C2(C)Cc3ccccc3C(=O)O2)sc2c1CCCC2 (stereo not drawn)	i	-11	6	470	3.5	841	-1.6%	i	33	nt	nt	-16	-10	i	0.7	3.6	3.9	3.0
Cc1csc(=Nc2ccccc2)n1C	i	58	22	666	-0.2	1035	0.1%	i	56	-0.13	1637	-32	11	i	0.5	2.2	2.8	0.6
Cc1ccc(S(=O)(=O)Nc2ccc(C(=O)N3CCOCC3)cc2)cc1	nt	nt	23	839	nt	nt	0.4%	i	16	nt	nt	nt	nt	i	0.5	nt	nt	nt
CC(C)Oc1cccc(-c2cc(C(=O)N3CCN(S(C)(=O)=O)CC3)c3ccccc3n2)c1	i	3	-32	534	1.1	996	0.5%	i	51	-0.14	1544	-6	-10	i	0.5	4.3	1.6	8.8
O=C(N1CCOCC1)N1CCN(Cc2ccccc2)CC1	i	-9	nt	nt	-0.9	936	0.2%	i	6	-0.06	1106	-15	0	i	2.3	2.0	1.6	5.7
O=C(Cc1cccs1)NCCN1CCOCC1	i	-1	0	485	nt	nt	-0.4%	i	51	0.24	1239	3	2	i	0.5	2.1	3.7	2.7
Cc1sc(NC(=O)c2cc(-c3ccccc3)nc3ccccc23)c(C(N)=O)c1C	i	-5	10	697	2.1	1123	1.2%	i	39	0.22	1299	35	17	i	0.6	6.9	2.6	2.0
COc1cccc(/C=C/C(=O)c2ccc3c(c2)OCCO3)c1OC	nt	nt	-5	784	nt	nt	2.2%	i	54	nt	nt	nt	nt	i	0.4	nt	nt	nt
Cc1ccc(-n2ncc3c(=O)n(-c4ccc(C)c(C)c4)c(-c4ccco4)nc32)cc1	i	4	-11	801	-3.3	1106	0.1%	i	22	0.1	847	52	33	i	0.6	2.6	2.1	9.5
Cn1c(=O)c2c(nc(SCC(=O)c3cccs3)n2Cc2ccc(F)cc2)n(C)c1=O	i	-6	nt	nt	1.4	896	-0.3%	i	25	nt	nt	23	14	?	nt	3.5	2.3	3.8
COc1ccccc1CNC(=O)CSc1ccc(-c2ccccn2)nn1	i	26	3	721	0.7	1057	-0.5%	i	59	-0.05	1225	6	-14	i	0.9	3.0	2.2	0.6
COc1ccc(NC(=O)CC2C(=O)N(C)C(=S)N2CCc2ccccc2)cc1 (stereo not drawn)	i	4	7	644	-2.3	997	-2.0%	i	12	-0.23	1307	11	-2	i	0.4	5.6	1.6	8.7
Cc1nn(-c2ccccc2)c(C)c1C=O	nt	nt	2	750	1.9	1343	0.2%	i	54	nt	nt	nt	nt	i	0.8	nt	nt	nt
Cc1ccc(NC(=O)c2cnccn2)cc1S(=O)(=O)N(C)C	i	-3	-6	657	0.2	974	0.0%	i	16	0.05	1407	-40	15	i	0.8	2.0	3.2	8.8
O=C(CCNC(=O)c1ccco1)Nc1ccccc1N1CCOCC1	i	12	3	761	6.5	423	-0.2%	i	10	nt	nt	2	10	i	0.6	1.5	1.5	1.5
CC(=O)N1CCc2cc(Br)cc(S(=O)(=O)N3CCN(C(=O)c4ccco4)CC3)c21	i	6	nt	nt	2.0	1307	0.3%	i	50	-0.3	1343	15	1	i	0.2	5.7	4.9	7.5
CCOC(=O)c1cnc(SC)nc1N	i	-41	-8	808	nt	nt	0.2%	i	54	0.26	861	7	15	i	0.8	2.9	2.7	1.2
COc1cc(Br)c(CC(=O)O)cc1OC	nt	nt	nt	nt	nt	nt	0.0%	i	14	-0.84	1093	7	6	nt	nt	nt	nt	nt
Cc1ccc(NC(=S)NC2CC3CCC(C2)N3Cc2ccco2)c(C)c1 (stereo not drawn)	i	26	-6	582	-1.1	1021	-0.9%	i	11	0.27	2073	16	-6	nt	nt	0.7	1.4	10
Cc1ccc2[nH]cc(C(=O)CN3CCOCC3)c2c1	i	4	nt	nt	-0.8	1382	-0.6%	i	52	1.1	1476	17	5	i	1.0	2.0	1.9	5.1
Cc1cc(C(=O)COC(=O)c2cccnc2Cl)c(C)n1CC1CCCO1 (stereo not drawn)	i	-9	21	696	1.2	1042	-1.0%	i	42	-0.06	1178	25	12	i	0.3	1.8	1.7	2.1
Nc1n[nH]c(C2CC2)c1N=Nc1ccc(Cl)cc1	nt	nt	31	767	0.4	1032	0.6%	i	28	-0.11	1121	nt	nt	i	0.7	nt	nt	nt
COc1cccc(C(=O)COC(=O)c2ccc(NC(=O)c3ccccc3)cc2)c1	i	-16	nt	nt	nt	nt	0.2%	i	22	nt	nt	nt	nt	i	0.0	2.6	1.6	2.7

3 structures from above, sorted by SMILES length, lowest first:
SMILES	Autophagy HCS	Autophagy HCS cell loss 18 h	Lipid droplet	Lipid droplet cells 6.5 µM	b-catenin transl	b-catenin transl cell count 5 µM	West Nile antiviral	T cell modulator	T cell modulator vesicle-bound %	Ins promoter up	Ins promoter up cell count	WT yeast gro inh	WT yeast gro inh mutant strain	Myeloid diff 2	Myeloid diff 2 GFP+ MAC1+ %	MT stabilizer	MT stabilizer Hoechst-high %	MT stabilizer cytotoxicity %
Cc1nn(-c2ccccc2)c(C)c1C=O	nt	nt	2	750	1.9	1343	0.2%	i	54	nt	nt	nt	nt	i	0.8	nt	nt	nt
Cc1ccc(NC(=O)c2cnccn2)cc1S(=O)(=O)N(C)C	i	-3	-6	657	0.2	974	0.0%	i	16	0.05	1407	-40	15	i	0.8	2.0	3.2	8.8
Cc1ccc(-n2ncc3c(=O)n(-c4ccc(C)c(C)c4)c(-c4ccco4)nc32)cc1	i	4	-11	801	-3.3	1106	0.1%	i	22	0.1	847	52	33	i	0.6	2.6	2.1	9.5
